GALK inh = galactokinase (human) inhibition. P51570. Purified GALK, Kinase-Glo residual ATP luminescence. Potency, µM (titrated, usually from 57.5 µM), for inactives: at the highest dose activity change, negative = inhibition, actives largely listed as inhibitors. actives 0.007% (n = 270,000); note: potency is the fitted concentration of half-maximal effect; % is set by controls: 0 for no effect and ±100 for the full control effect
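Kinase-Glo Plus luminescence measured ATP left after a 1 h room-temperature reaction. The reaction used 5 nM GALK, 100 uM galactose and 35 uM ATP at pH 8.0 (20 mM HEPES, 5 mM MgCl2, 60 mM NaCl, 1 mM DTT, 0.01% BSA).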
MBNL1 CUG block = inhibitors of human MBNL1 binding to CUG repeat RNA; TR-FRET MBNL1-His/biotin-(CUG)12 binding, 665/545 ratio; Potency, µM (doses to about 57.5 µM), inactives show at the top dose activity change, negative = inhibition, most hits filed as inhibitors; actives 0.036% (n = 280,000); AID 2675; active = well fitted inhibition curve with a large enough effect in the signal ratio, with a control signal flat, not every such curve was filed as active; inconclusive = small, poorly fitted or top-dose-only effect, or effect the other way, or a change in a side signal; inactive = no such curve, though single readings can be large or run the other way; the % refers to the signal ratio; note: potency is the fitted concentration of half-maximal effect; % is set by controls: 0 for no effect and ±100 for the full control effect
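His-tagged MBNL1 binding to biotinylated (CUG)12 RNA was measured by TR-FRET using terbium anti-His antibody (0.055 ng/ul final) and streptavidin-XL665 (5 nM final). Compounds were titrated 92 nM to 58 uM; 60 min at room temperature.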
A-T KAP1 phos = potential ataxia-telangiectasia treatment; Potency, µM (series often up to 57.5 µM), inactives show at the top dose activation, actives largely listed as activators; […] A-T fibroblasts, KAP-1 phosphorylation AlphaLISA; neocarzinostatin DNA damage 30 min before lysis; AID 485349; actives 0.19% (n = 320,000); note: potency is the fitted concentration of half-maximal effect; % of control where 0% means no effect; nearly all actives have a fitted effect of over 45% in size
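ATM-like activity read as KAP-1 phosphorylation via AlphaLISA donor/acceptor antibody pairs after lysis and 6 hr at 25C. Cells were ATM-null patient fibroblasts ([…], hTERT), dosed 60 min, then exposed to the DSB inducer NCS for 30 min.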
KCNH2 WT inh = inhibitors of human wildtype KCNH2 potassium channel. U2OS, BacMam KCNH2, thallium flux FluxOr; stronger effect = lower value. activity change, % at 1.84 µM. actives 0.37% (n = 340,000);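 active = maximum activity change below -70%; inconclusive = maximum activity change between -70% and -50%; inactive = maximum activity change above -50%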; note: % is set by controls: 0 for no effect and ±100 for the full control effect
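U2OS cells transduced with wild-type KCNH2 virus are loaded with FluxOr dye for 45 min, and thallium flux is measured in kinetic reads before and after stimulation buffer. Rate constants are normalized to DMSO controls.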
TRPV1 agonist = human TRPV1 agonism; actives 0.19% (n = 320,000); TRPV1-expressing cells, Fluo-8 calcium influx, agonist mode; Q8NER1; activation, % at 8.33 µM; in the data active = activation above about 80%; inconclusive = between about 30% and that limit; note: 0% is about no effect
Target sequence (Q8NER1 whole entry, looked up): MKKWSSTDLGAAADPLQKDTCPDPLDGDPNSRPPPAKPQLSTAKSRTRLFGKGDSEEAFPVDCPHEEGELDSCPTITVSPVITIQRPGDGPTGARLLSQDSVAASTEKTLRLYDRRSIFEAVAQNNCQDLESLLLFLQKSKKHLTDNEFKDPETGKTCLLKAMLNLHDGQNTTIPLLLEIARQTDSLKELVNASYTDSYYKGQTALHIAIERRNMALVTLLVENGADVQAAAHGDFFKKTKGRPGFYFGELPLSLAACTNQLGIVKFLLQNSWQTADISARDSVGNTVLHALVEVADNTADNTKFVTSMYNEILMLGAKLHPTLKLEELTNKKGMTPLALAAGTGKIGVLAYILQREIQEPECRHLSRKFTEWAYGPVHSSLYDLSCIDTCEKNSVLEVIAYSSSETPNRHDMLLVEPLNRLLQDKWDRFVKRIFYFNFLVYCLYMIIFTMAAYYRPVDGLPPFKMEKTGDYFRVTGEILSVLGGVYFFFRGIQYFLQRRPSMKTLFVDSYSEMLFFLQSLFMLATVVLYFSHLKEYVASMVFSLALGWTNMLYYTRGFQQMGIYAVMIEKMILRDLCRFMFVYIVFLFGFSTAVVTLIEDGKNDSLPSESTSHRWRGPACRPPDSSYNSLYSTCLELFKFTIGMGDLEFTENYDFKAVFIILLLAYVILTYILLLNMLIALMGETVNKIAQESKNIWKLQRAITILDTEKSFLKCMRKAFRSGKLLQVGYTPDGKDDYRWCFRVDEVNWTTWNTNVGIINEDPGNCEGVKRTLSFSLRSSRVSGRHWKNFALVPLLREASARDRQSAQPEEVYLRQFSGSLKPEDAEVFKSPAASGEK
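TRPV1-expressing cells were cultured overnight at 35.5C and loaded with Fluo-8 calcium dye for 40 to 90 min at room temperature. After a 10 s baseline, compound was added and calcium influx was read kinetically for 3 min (ex 480/em 520 nm).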
a7 integrin act = integrin-mediated muscular dystrophy alleviation activation | AID 624291 | Potency, µM (top dose mostly 38.3 µM), without a hit: at the highest dose activation, actives largely listed as activators | actives 0.064% (n = 350,000) | alpha7betagal myoblasts, beta-gal FDG fluorescence, 48 h;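 note: potency is the fitted concentration of half-maximal effect; 100% = response of the positive control SU9516; nearly all actives have a fitted effect of over 60% in size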
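alpha7betagal+/- myoblasts (passage 13, 250/well) treated 48 h at 37C with compounds at 1:260 dilution of DMSO stock. Lysed, then beta-galactosidase activity read as FDG fluorescence (ex 480/em 540) after 30 min, with pre-read for autofluorescence.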
KCNH2 3.1 inh = KCNH2 3.1 (human) potassium channel inhibition | U2OS KCNH2 3.1, thallium flux FluxOr; stronger effect = lower value | activity change, % (tested at about 1.8 µM) | actives 0.95% (n = 340,000) | AID 720553;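 active = maximum activity change below -70%; inconclusive = maximum activity change from -70% to -50%; inactive = maximum activity change above -50%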;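 note: thallium influx rate constant from kinetic fluorescence after stimulation buffer; % is set by controls: 0 for no effect and ±100 for the full control effect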
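Thallium flux read-out: FluxOr dye with Red40 quencher in HBSS/HEPES, 45 min at RT. Rate constants from kinetic reads were normalized to positive and negative DMSO controls. Cells: U2OS virally expressing the 3.1 isoform.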
S-ASM inh = blocks human secretory acid sphingomyelinase; P17405; placental ASM, HMU-PC fluorogenic substrate, 60 min; Potency, µM (titrated, usually from 57.5 µM), inactives show top-dose activity change, negative = inhibition, most hits filed as inhibitors; actives 0.006% (n = 340,000); note: potency is the fitted concentration of half-maximal effect
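qHTS format. ASM enzyme prepared from human placenta hydrolyses the fluorogenic substrate HMU-PC0 (9 uM final) over 60 min at 37 °C after a 10 min compound preincubation.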
Coupling enz = counter-screen for Giardia aldolase inhibitors: coupling enzyme system; activity change, negative = inhibition, % at 58.2 µM, hits read low; coupling enzyme system counterscreen, AmpLite Red fluorescence; AID 2472; actives 0.67% (n = 290,000); in the data active = activity change below about -30%; note: % is set by controls: 0 for no effect and ±100 for the full control effect
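Counterscreen of the coupled detection system alone, without aldolase: glyceraldehyde-3-phosphate coupling enzymes plus AmpLite Red readout. Compounds at 57.5 uM final, 10 min RT preincubation, 20 min RT reaction, fluorescence 525/598 nm.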
MLL CXXC-DNA inh = blocks binding of human MLL CXXC domain to DNA. Q03164. Potency, µM (highest dose often 115 µM), for inactives: top-dose activity change, negative = inhibition, actives largely listed as inhibitors. MLL-CXXC / FITC-HOXA9 DNA fluorescence polarization. AID 2662. actives 0.037% (n = 290,000); active = well fitted inhibition curve with a large enough effect in the polarisation, with a control signal flat, not every such curve was filed as active; inconclusive = small, poorly fitted or top-dose-only effect, or effect the other way, or a change in a side signal; inactive = no such curve, though single readings can be large or run the other way; the % refers to the polarisation; note: potency is the fitted concentration of half-maximal effect
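Steps: dispense CXXC domain solution (7 uM) → pin compounds or unlabeled HOX-A9 DNA control → 5 min ambient → add FLSN-HOX-A9 solution (50 nM) → spin → 30 min ambient → fluorescence polarization. Tris pH 7.5/NaCl/DTT/BSA buffer.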
Numbers without * were called inactive; ? = inconclusive; . = not tested or not shown; [ ] = dose if it differs, or a comment. Unless noted, calls come from the whole dose curve; as a rule, active = well fitted curve in the direction sought with a large enough effect; inconclusive = small, poorly fitted or top-dose-only effect, or another doubt; inactive = no such curve, though single readings can be large; an effect the other way counts as inactive or inconclusive.

SMILES	GALK inh	MBNL1 CUG block	A-T KAP1 phos	KCNH2 WT inh	TRPV1 agonist	a7 integrin act	KCNH2 3.1 inh	S-ASM inh	Coupling enz	MLL CXXC-DNA inh
O=C(CSc1nnc(CNc2ccc(F)cc2)n1Cc1ccccc1)N1CCOCC1	8%	4%	3%	1	4	17%	-2	-2%	1	2%
CC(=O)c1ccc(Cc2ccccc2)cc1	12%	-9%	1%	5	15	9%	.	1%	2	5%
Cc1ccc(S(=O)(=O)N2CCCC2CNC(=O)C(=O)NCCN2CCOCC2)cc1 (configuration not stated)	.	.	0%	4	-6	20%	6	3%	.	.
CCc1ccc(/C(C)=N/NC(=O)CNC(=O)/C=C/c2ccccc2OC)cc1	10%	1%	-4%	6	-1	-24%	-2	-5%	0	-2%
O=C(CCn1nc(-c2ccc(Cl)cc2)c2ccccc2c1=O)Nc1cccnc1	-1%	-6%	-5%	-2	2	-26%	25	-2%	0	-5%
CCCCCOC(=O)Cc1c(O)c2ccccc2[nH]c1=O	2%	-2%	-1%	-2	3	-1%	2	-1%	5	-5%
O=C(Nc1ccc(Cl)cc1)c1cc(S(=O)(=O)N2CCOCC2)cs1	4%	-8%	.	14	?	3%[7.66 µM]	-2	-9%	4	13%
O=C(Nc1ccc(F)cc1)Nc1ccc2c(c1)OCO2	-4%	-11%	-14%	-4	1	-5%	0	-1%	.	33%[activator]
O=C(O)CCC(=O)Nc1cccc(-c2nnc(-c3ccccc3)o2)c1	-5%	-7%	13%	-8	-2	42%	22	4%	4	-7%
O=S(=O)(c1ccccc1)N1N=C(c2ccc(Cl)cc2)CC1c1ccco1 (configuration not stated)	.	.	25%	10	2	-15%	-3	-4%	.	.
O=C(/C=C/c1ccccc1[N+](=O)[O-])OC1CCCCC1=O (configuration not stated)	-1%	7%	6%	-1	0	-19%	7	3%	1	-3%
S=C(NCCc1ccccc1)NC1CCC(NC(=S)NCCc2ccccc2)CC1 (configuration not stated)	-3%	-7%	-6%	-4	?	-35%	-27	2%	-2	45%[activator]
CC1=Nc2cc(C(=O)NCC3CCCO3)ccc2Sc2ccc(C)cc21 (configuration not stated)	-3%	-11%	-22%	-9	?	28%	3	1%	.	20%
COc1ccc(C2NC(=O)NC(C)=C2C(=O)OCC2CCCCC2)cc1OC (configuration not stated)	1%	6%	4%	0	0	-3%	-3	1%	3	2%
O=C(COC(=O)c1ccccc1)NC1CCCCCC1	.	.	-2%	-3	.	32%	-21	1%	.	.
C/C(=N\N=C1\NC(=O)C(CC(=O)O)S1)c1ccccn1 (configuration not stated)	1%	0%	7%	1	0	-6%	-23	-4%	-3	-5%
CCOC(=O)c1nn(-c2ccc(C)cc2)c(=O)cc1OCC(=O)Nc1cccc(OC)c1	.	.	12%	2	7	13%	-8	-5%	.	.
COc1cccc(NC=C2C(=O)OC(C)(C)OC2=O)c1	0%	7%	12%	-10	0	14%	-3	3%	1	-2%
Cc1sc2ncnc(NS(=O)(=O)c3ccc(Cl)cc3)c2c1C	.	.	-5%	-2	.	-1%	-1	-4%	.	.
COc1ccc(C(=O)ON=C2CCN(C)CC2)cc1	-1%	0%	-2%	-10	-1	0%	2	2%	0	-9%
Cc1c(C)n(Cc2ccccc2)c2ncnc(NCCCO)c12	0%	3%	-6%	-3	-2	9%	-22	4%	4	-11%
COc1ccc(/C=C/C(=O)NCC2COc3ccccc3O2)c(OC)c1 (configuration not stated)	8%	5%	-3%	-2	5	4%	-7	-1%	-22	-6%
Clc1ccc(-c2cc(COc3ccccc3)no2)cc1Cl	.	-6%	17%	-7	9	7%	-10	-3%	1	-4%
CN(C(=O)COC(=O)CNC(=O)c1ccccc1F)C1CCCCC1	.	.	1%	3	-2	12%	-5	.	.	.

Five of the compounds above, with two lines to a compound.
Values run as follows: GALK inh, MBNL1 CUG block, A-T KAP1 phos, KCNH2 WT inh, TRPV1 agonist, a7 integrin act, KCNH2 3.1 inh, S-ASM inh, Coupling enz, MLL CXXC-DNA inh
COc1ccc(C(=O)ON=C2CCN(C)CC2)cc1
→ -1%, 0%, -2%, -10, -1, 0%, 2, 2%, 0, -9%
Cc1c(C)n(Cc2ccccc2)c2ncnc(NCCCO)c12
→ 0%, 3%, -6%, -3, -2, 9%, -22, 4%, 4, -11%
COc1ccc(/C=C/C(=O)NCC2COc3ccccc3O2)c(OC)c1 (configuration not stated)
→ 8%, 5%, -3%, -2, 5, 4%, -7, -1%, -22, -6%
Clc1ccc(-c2cc(COc3ccccc3)no2)cc1Cl
→ ., -6%, 17%, -7, 9, 7%, -10, -3%, 1, -4%
CN(C(=O)COC(=O)CNC(=O)c1ccccc1F)C1CCCCC1
→ ., ., 1%, 3, -2, 12%, -5, ., ., .

Ordered by value in a7 integrin act (highest first): seven of the compounds above.
molecule,a7 integrin act
O=C(O)CCC(=O)Nc1cccc(-c2nnc(-c3ccccc3)o2)c1,42%
CC1=Nc2cc(C(=O)NCC3CCCO3)ccc2Sc2ccc(C)cc21 (configuration not stated),28%
COc1ccc(/C=C/C(=O)NCC2COc3ccccc3O2)c(OC)c1 (configuration not stated),4%
COc1ccc(C(=O)ON=C2CCN(C)CC2)cc1,0%
CCCCCOC(=O)Cc1c(O)c2ccccc2[nH]c1=O,-1%
O=C(Nc1ccc(F)cc1)Nc1ccc2c(c1)OCO2,-5%
O=C(CCn1nc(-c2ccc(Cl)cc2)c2ccccc2c1=O)Nc1cccnc1,-26%

Source: PubChem (National Center for Advancing Translational Sciences (NCATS))
